# UTI89 phage lysis: protection from phage-mediated lysis, alamar blue read-out – E. coli UTI89, K1F phage, bacterial capsule biogenesis inhibitors (AID 488966); hit rate 0.02% among 340,000; E. coli UTI89 K1F phage lysis, alamar blue, 2 h; higher % means a stronger effect; one-dose inhibition, % at 100 µM; IC50 in µM for titrated hits;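 active = phage lysis inhibition, versus mean bacterial control, above a set limit; inconclusive = no clear call, values can overlap the other calls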;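 also: capsule biogenesis inhibitors block K1F phage lysis so surviving cells raise fluorescence; higher fluorescence means more inhibition of phage lysis; actives were called in the ten point dose series up to 300 µM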
# GPR55 antagonists: inhibition of LPI-stimulated GPR55 beta-arrestin translocation – imaging, U2OS, beta-arrestin-GFP, LPI agonist, primary screen (AID 2013); hit rate 0.13% among 290,000; U2OS GPR55 beta-arrestin-GFP translocation imaging, LPI antagonism; higher % means a stronger effect; inhibition, % at 10 µM; hits with a dose series show IC50 in µM;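 active = spots per cell inhibited over 60%, with over 100 cells counted and total cytoplasm intensity under 500,000; inconclusive = wells with under 100 cells, flagged as likely toxic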;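 also: U2OS cells stably carrying GPR55 and arrestin-GFP stimulated by 5 µM LPI near EC80; imaged beta-arrestin-GFP aggregate spots per cell after agonist stimulation; plate controls were LPI-stimulated DMSO wells for no effect and DMSO wells without LPI for full effect; some results filed as inactive read as strong as hits; confirmed hits need IC50 under 10 µM and bright autofluorescent wells are also inconclusive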
# Salmonella PhoP GFP: inhibitors of PhoP regulon expression, primary screen, Salmonella Typhimurium, GFP reporter (AID 1863). S. Typhimurium PhoP-regulated promoter GFP reporter, 4 h; higher % means a stronger effect. hit rate 0.16% among 300,000. inhibition, % at 50 µM; hits with a dose series show IC50 in µM;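 active = inhibition over 29.93%, a cutoff 3 SD above the screen mean, later confirmed by dose response; inconclusive = inhibition over 29.93% but no dose response follow-up; inactive = inhibition at most 29.93% or unconfirmed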;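 also: 0% = low Mg2+ inducing control and 100% = high Mg2+ repressing control; strong numbers were not always called active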
# Large T inhibition: SV40 large T antigen inhibitors, biochemical (AID 1903); SV40 large T antigen ATPase/helicase inhibition assay; higher % means a stronger effect; one-dose inhibition, % at 20 µM; IC50 in µM for titrated hits; hit rate 0.39% among 310,000; in the data active = a potency from the dose series; inconclusive = inhibition mostly from about 32% at the one dose, without a potency; inactive = the rest, 99 in 100 with inhibition below about 32%; also: strong numbers were not always called active
# Dengue-2 NS5 capping: Dengue-2 NS5 methyltransferase inhibitors, primary screen, biochemical, confirmation dose response (AID 588689). Dengue-2 NS5 methyltransferase capping enzyme assay, biochemical; higher % means a stronger effect. hit rate 0.3% among 340,000. inhibition, % at 25 µM; hits with a dose series show IC50 in µM; in the data active = a potency from the dose series; inconclusive = inhibition above about 29% without an active follow-up result
# HIV fusion peptide: inhibitors of HIV fusion peptide binding, primary screen, biochemical, uHTS, fluorescence dequenching (AID 1986); one-dose inhibition, % at 20 µM; IC50 in µM for titrated hits; hit rate 0.3% among 290,000; cell-free peptide binding, fluorescence dequenching, 30 min; higher % means a stronger effect; in the data active = inhibition mostly above about 52%, no sharp cut-off; inactive = mostly below about 76%; also: some results filed as inactive read as strong as hits
# GPR35 antagonists: GPR35 antagonists blocking zaprinast-driven arrestin recruitment, primary screen, imaging, U2OS, beta-arrestin-GFP, zaprinast agonist (AID 2058); hit rate 0.052% among 290,000; one-dose inhibition, % at 10 µM; IC50 in µM for titrated hits; U2OS GPR35 beta-arrestin-GFP translocation imaging, zaprinast antagonism; higher % means a stronger effect;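 active = inhibition of at least 50% with at least 30 cells and total cytoplasm GFP at most 10,000,000; inconclusive = under 30 cells or total GFP of 10,000,000 plus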
# RSV CPE inhibition: RSV antiviral activity via CPE protection, HEp-2 cells, primary 10 µM value included (AID 2391); HEp-2 cells, RSV-induced CPE inhibition; higher % means a stronger effect; one-dose CPE inhibition, % at 10 µM; IC50 in µM for titrated hits; hit rate 0.13% among 310,000; in the data active = a potency from the dose series; inconclusive = CPE inhibition mostly from about 23% at the one dose, without a potency; inactive = the rest, 99 in 100 with CPE inhibition below about 21%; also: strong numbers were not always called active
# Rac1 GTP hydrolysis: MgcRacGAP GTPase-activating activity inhibitors, confirmation, biochemical, ADP Hunter fluorescence. MgcRacGAP-stimulated Rac1 GTP hydrolysis, ADP Hunter fluorescence; higher % means a stronger effect; GST-tagged Rac1 F28L mutant substrate. one-dose inhibition, % at 30 µM; IC50 in µM for titrated hits. hit rate 0.6% among 340,000. AID 624330;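 active = first-screen hits whose inhibition reached a set limit at any dose in the follow-up dose series; inconclusive = inhibition above the set first-screen limit but never retested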;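 also: fluorescence reports GDP produced by GAP-driven GTP hydrolysis; strong numbers were not always called active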
# * marks the source's active call; other numbers are inactive results; ? = inconclusive; . = not tested or not shown; [ ] = dose if it differs, or a comment. No enrichment for hits, and some 1.5% of all compounds hit somewhere here.
SMILES,UTI89 phage lysis,GPR55 antagonists,Salmonella PhoP GFP,Large T inhibition,Dengue-2 NS5 capping,HIV fusion peptide,GPR35 antagonists,RSV CPE inhibition,Rac1 GTP hydrolysis
N#Cc1nnn(-c2cc(Cl)cc(Cl)c2)c1N,0.9%,1.6%,7.0%,4.6%,8.5%,-1.2%,6.4%,3.0%,4.6%
Fc1ccc(CN2CCCCCCC2)cc1,4.3%,16.6%,-8.4%,0.6%,4.1%,-2.6%,4.8%,1.3%,-7.9%
Nn1c(SCC(=O)Nc2ccc3c(c2)OCO3)nnc1C1CCCCC1,0.2%[50 µM],-10.5%,3.9%,27.2%,1.3%,1.5%,-3.8%,1.7%,-19.3%
O=C(c1ccc(C(F)(F)F)cc1)N1CCC(=O)N(C(COCc2ccc(C(F)(F)F)cc2)Cc2ccccc2)CC1 (configuration not stated),0.5%,47.5%,3.3%,-5.2%,-0.4%,-1.8%,-15.8%,3.9%,8.1%
COc1ccc(CNC(=O)C(Cc2ccccc2)n2cccc2)cc1 (configuration not stated),0.3%,11.6%,-5.0%,10.5%,0.8%,-1.4%,-3.7%,3.8%,11.1%
CCOC(=O)/C(C#N)=C1/C(=O)N(Cc2ccccc2)c2ccccc21,0.0%,-2.2%,-6.6%,11.0%,-11.8%,-0.5%,8.9%,.,61µM*
O=c1[nH]c(N/N=C/c2cc3c(cc2[N+](=O)[O-])OCO3)nc2ccccc12,-0.4%,1.0%,-7.4%,15.2%,-5.4%,5.0%,-4.7%,2.2%,7.7%
Fc1ccc(-c2nnn(Cc3nc4ccccc4s3)n2)cc1,0.0%,6.6%,-4.9%,11.7%,-6.8%,2.1%,13.4%,1.2%,5.8%
CCCN(C(=O)c1cc(-c2ccco2)nc2ccccc12)c1c(N)n(Cc2ccccc2)c(=O)[nH]c1=O,0.2%[50 µM],.,2.6%,27.2%,1.4%,.,.,0.6%,5.9%
Cc1ccccc1NC(=O)CCNS(=O)(=O)c1ccc2c(c1)CCC(=O)N2,0.1%,3.7%,0.2%,5.3%,-2.8%,0.7%,-0.3%,-0.7%,-5.3%
CCN(CCCNC(=O)CNC(=O)c1nn(-c2ccc(OC)c(OC)c2)c(=O)c2ccccc12)c1ccccc1,-0.3%,9.5%,0.9%,6.6%,0.0%,-2.3%,-10.1%,2.6%,4.4%
COc1cccc(CNC(=O)CCS(=O)(=O)c2cccs2)c1,0.7%,.,3.1%,3.2%,-12.9%,-2.2%,5.5%,0.6%,5.5%
O=C(c1cc(F)ccc1F)C1CCCN(C(=O)c2ccc3nccnc3c2)C1 (configuration not stated),1.0%,1.4%,6.5%,11.2%,-6.2%,1.7%,7.0%,10.7%,3.0%
Cc1cc(/C=N/Nc2ncnc(N)c2[N+](=O)[O-])c(C)n1-c1ccccc1,0.3%,0.9%,0.0%,.,-11.4%,-2.8%,2.3%,1.5%,-7.1%
O=C(NCc1ccccc1)c1ccc(CNc2c(N3CCCC3)c(=O)c2=O)cc1,0.3%,3.6%,3.7%,11.8%,-0.8%,-0.7%,5.9%,-1.5%,-5.7%
CCN1CCN(S(=O)(=O)c2ccc(Cl)c(C(=O)NC3CC3)c2)CC1,0.9%[50 µM],.,.,.,-1.5%,.,.,0.2%,2.3%
O=C(NCc1ccccc1Cl)C1CCC(=O)N1Cc1ccc(F)cc1 (configuration not stated),-0.1%,1.7%,-5.4%,3.6%,0.0%,0.2%,1.1%,1.3%,11.4%
O=C(Cc1ccccc1)Nc1ccc(Cl)cn1,0.2%,-4.4%,8.0%,4.1%,7.3%,0.2%,9.4%,0.5%,8.8%
O=C(N1CCN(c2ccccn2)CC1)N1c2ccccc2Sc2ccccc21,-0.1%,-14.8%,1.9%,1.6%,-2.0%,-1.6%,0.0%,8.9%,5.8%
CN(C(=O)CN1C(=O)c2ccccc2S1(=O)=O)c1ccccc1C(=O)O,0.7%,8.5%,-8.0%,8.4%,0.8%,3.7%,-6.4%,0.2%,5.3%
CCc1cccc(N(C(=O)c2csnn2)C(C(=O)NC(C)(C)C)c2ccccn2)c1 (configuration not stated),-1.3%,3.9%,-7.7%,2.9%,-5.2%,-2.7%,-5.6%,0.9%,1.5%
COc1ccc(NC(=S)NC(=O)CC(C)C)c(OC)c1,0.1%,6.6%,5.2%,2.1%,-2.2%,-2.2%,-3.3%,6.8%,6.8%
CC(C)Cc1nnc(NC(=O)CSc2nc(O)c(Cc3ccccc3)c(=O)[nH]2)s1,0.6%,14.0%,-3.9%,5.5%,-2.3%,0.8%,-2.9%,1.3%,3.8%
CC(=O)OCC#CCSc1nc2ccccc2n1C,-0.3%,10.5%,10.8%,7.1%,5.1%,-1.1%,3.5%,1.1%,6.2%
CCOC(=O)CSc1nc(C)[nH]c1[N+](=O)[O-],0.4%,-10.3%,-11.2%,1.9%,-8.1%,0.6%,10.1%,0.1%,5.6%
CCCNC(=O)Nc1nnc(C2CC2)s1,0.9%,8.7%,4.6%,13.9%,1.8%,-1.9%,0.3%,1.9%,2.8%
CC(C)(C)c1cc(CCC(=O)N2CCNCC2)c(C(C)(C)C)cc1O,0.4%,5.6%,6.9%,3.6%,-7.2%,1.6%,17.9%,-0.8%,8.8%
Cc1ccc(/C(N)=N/OC(=O)CN(C)S(=O)(=O)c2ccc(C)cc2)cc1,-0.3%,-3.9%,0.1%,13.8%,-1.9%,0.1%,3.1%,2.2%,4.5%
CC1C(c2ccccc2)=NNc2nc3c(c(=O)n(C)c(=O)n3C)n21 (configuration not stated),.,3.4%,-3.6%,9.0%,.,-1.3%,-1.5%,-1.1%,.
CCCCNC(=O)c1ccc(N2CCC3(CC2)OCCO3)c([N+](=O)[O-])c1,1.4%[50 µM],6.2%,-2.2%,7.9%,1.3%,-1.4%,2.4%,1.1%,6.6%
Cc1cccc(C)c1-n1c(C)cc(/C=N/NC(N)=S)c1C,1.2%,0.0%,7.7%,32.8%,-17.7%,4.8%,8.4%,0.9%,12.5%
Cc1cc(C)c(C)c(OCC(=O)NCCN(C)C)c1,0.0%,-5.5%,-8.9%,9.1%,1.4%,-2.5%,0.0%,-0.7%,13.7%
Cn1c(CNS(=O)(=O)c2ccc(Cl)cc2)cc(=O)n(C)c1=O,-0.3%,7.2%,8.3%,13.7%,-2.7%,1.9%,6.7%,1.4%,-9.1%
CCCn1c(=O)c(C(=O)OCC)c(O)c2cc(Br)ccc21,0.5%,-2.3%,0.9%,7.8%,0.9%,5.8%,-12.3%,-0.6%,6.6%
COc1cccc(/C=N/NC(N)=S)c1OS(=O)(=O)c1ccccc1,1.0%,-1.7%,-1.5%,3.1%,-13.7%,0.6%,4.5%,2.1%,7.5%
CCCS(=O)(=O)N1CCN(c2cc3c(cc2[N+](=O)[O-])n(C)c(=O)n3C)CC1,0.5%,9.0%,7.4%,8.0%,.,-0.6%,-9.0%,3.4%,-2.3%
N#Cc1cccc(NC(=O)CSc2nnc(-c3n[nH]c4ccccc34)o2)c1,0.4%,-8.3%,-6.2%,5.8%,-3.7%,-0.8%,-2.7%,1.1%,6.4%
CCOC(=O)Cc1csc(NC(=O)CC(C)(C)CC(=O)O)n1,0.5%,8.6%,.,8.6%,-3.1%,-1.2%,11.5%,0.3%,3.9%
O=C(CSc1nc(-c2ccccc2F)nc2nc[nH]c12)Nc1c(Cl)cc(Cl)cc1Cl,.,0.1%,-9.1%,-3.8%,.,0.0%,-3.3%,0.7%,.
CC(CCc1ccccc1)NC(=O)c1ccncc1 (configuration not stated),0.2%,-1.3%,6.4%,-4.2%,-0.8%,-2.7%,-2.4%,0.9%,12.2%
COc1ccc2[nH]c(C(=O)N/N=C/c3ccccc3OC)cc2c1,0.1%,2.1%,.,17.3%,-1.3%,0.6%,-5.0%,0.9%,.
Cc1cc(N/C=C2\CCCCC2=O)no1,0.6%,58.9%,6.9%,2.3%,-5.5%,-0.2%,-6.3%,2.9%,-1.0%
CCCn1nnc(NC(=O)COc2ccc(C3CCCCC3)cc2)n1,0.0%,-2.7%,-7.4%,11.5%,-4.9%,2.2%,0.5%,?,1.7%
NS(=O)(=O)c1ccc(CCNC(=O)CN2CCCCCC2)cc1,0.7%,6.3%,-7.0%,21.2%,-0.8%,1.1%,2.0%,-0.3%,2.4%

# Six of these compounds in another layout.
# The line under a structure holds: UTI89 phage lysis | GPR55 antagonists | Salmonella PhoP GFP | Large T inhibition | Dengue-2 NS5 capping | HIV fusion peptide | GPR35 antagonists | RSV CPE inhibition | Rac1 GTP hydrolysis
CCCS(=O)(=O)N1CCN(c2cc3c(cc2[N+](=O)[O-])n(C)c(=O)n3C)CC1
  0.5% | 9.0% | 7.4% | 8.0% | . | -0.6% | -9.0% | 3.4% | -2.3%
CCCn1nnc(NC(=O)COc2ccc(C3CCCCC3)cc2)n1
  0.0% | -2.7% | -7.4% | 11.5% | -4.9% | 2.2% | 0.5% | ? | 1.7%
O=C(NCc1ccccc1Cl)C1CCC(=O)N1Cc1ccc(F)cc1 (configuration not stated)
  -0.1% | 1.7% | -5.4% | 3.6% | 0.0% | 0.2% | 1.1% | 1.3% | 11.4%
Cc1ccccc1NC(=O)CCNS(=O)(=O)c1ccc2c(c1)CCC(=O)N2
  0.1% | 3.7% | 0.2% | 5.3% | -2.8% | 0.7% | -0.3% | -0.7% | -5.3%
Cn1c(CNS(=O)(=O)c2ccc(Cl)cc2)cc(=O)n(C)c1=O
  -0.3% | 7.2% | 8.3% | 13.7% | -2.7% | 1.9% | 6.7% | 1.4% | -9.1%
CCCNC(=O)Nc1nnc(C2CC2)s1
  0.9% | 8.7% | 4.6% | 13.9% | 1.8% | -1.9% | 0.3% | 1.9% | 2.8%
